Compound activity: PubChem BioAssay, several laboratories
CHRM4 antagonist – human M4 muscarinic receptor antagonists, primary screen, CHO cells, Fluo-8 calcium fluorescence; inhibition, % at 3 µM; AID 624125, 2012; 0.73% of 360,000 active; CHO-hM4 cells, ACh EC80;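 active means inhibition above its plate's cutoff, the mean inhibition of sample wells plus 3 SD, cut at about 27% in these data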;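 further: 0% = acetylcholine EC80 with DMSO and 100% = DMSO without agonist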
Target sequence (P08173 whole entry, looked up): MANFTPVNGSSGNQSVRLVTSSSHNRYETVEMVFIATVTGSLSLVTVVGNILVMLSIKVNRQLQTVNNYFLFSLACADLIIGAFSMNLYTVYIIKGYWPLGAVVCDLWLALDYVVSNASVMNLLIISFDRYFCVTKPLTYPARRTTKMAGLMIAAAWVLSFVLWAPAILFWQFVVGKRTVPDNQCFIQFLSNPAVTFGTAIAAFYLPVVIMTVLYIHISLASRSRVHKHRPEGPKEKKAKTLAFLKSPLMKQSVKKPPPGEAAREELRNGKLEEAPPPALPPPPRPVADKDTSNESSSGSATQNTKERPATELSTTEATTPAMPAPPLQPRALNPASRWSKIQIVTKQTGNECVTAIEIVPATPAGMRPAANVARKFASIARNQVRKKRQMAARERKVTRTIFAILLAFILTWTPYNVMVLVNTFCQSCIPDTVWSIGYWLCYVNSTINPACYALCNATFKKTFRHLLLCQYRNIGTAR
CHRM1 PAM – human M1 muscarinic receptor positive allosteric modulators, primary screen, CHO-K1 cells, Fluo-8 calcium fluorescence, 1536-well; CHO-K1 hM1, ACh EC20; 0% = ACh EC20, 100% = maximal ACh; activation, % at 3 µM; 0.088% of 360,000 active; in the data active means activation above about 19%, passing the limit was not always enough
CHRM5 antagonist – human M5 muscarinic receptor antagonists, primary screen, CHO cells, Fluo-8 calcium fluorescence; Muscarinic acetylcholine receptor M5 (Homo sapiens), P08912; CHO-hM5 cells, ACh EC80; inhibition, % at 3 µM; 0.59% of 360,000 active;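 active means inhibition above a per-plate cutoff, the mean of that plate's test compounds plus 3 SD, cut at about 27% in these data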;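 further: 0% = acetylcholine EC80 with DMSO and 100% = DMSO without agonist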
Target sequence (P08912 whole entry, looked up): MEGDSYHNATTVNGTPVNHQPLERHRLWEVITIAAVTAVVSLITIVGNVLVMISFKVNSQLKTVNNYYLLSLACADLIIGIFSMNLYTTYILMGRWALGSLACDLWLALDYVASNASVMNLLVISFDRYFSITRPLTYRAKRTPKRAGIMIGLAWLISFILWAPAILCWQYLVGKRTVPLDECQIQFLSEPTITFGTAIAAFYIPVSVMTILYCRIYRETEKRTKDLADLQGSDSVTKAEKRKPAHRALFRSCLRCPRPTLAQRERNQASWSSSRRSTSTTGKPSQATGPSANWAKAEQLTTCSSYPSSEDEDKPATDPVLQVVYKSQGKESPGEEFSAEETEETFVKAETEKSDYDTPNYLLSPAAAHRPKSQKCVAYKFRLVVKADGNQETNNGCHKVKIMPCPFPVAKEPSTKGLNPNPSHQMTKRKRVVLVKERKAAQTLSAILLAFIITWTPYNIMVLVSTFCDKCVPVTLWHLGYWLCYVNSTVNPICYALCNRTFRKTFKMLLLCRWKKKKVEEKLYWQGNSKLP
CHRM5 PAM – human M5 muscarinic receptor positive allosteric modulators, primary screen, CHO-K1 cells, Fluo-8 calcium fluorescence; CHO-K1 hM5, ACh EC20 PAM; 0% = ACh EC20, 100% = ACh EC100; activation, % at 3 µM; 0.3% of 360,000 active; Muscarinic acetylcholine receptor M5 (Homo sapiens), P08912;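 active means activation above the run cutoff, the mean activation of all test compounds plus 3 SD, cut at about 18% in these data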
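System: CHO-K1 cell line with stable human muscarinic M5 receptor expression | Also added: EC20 acetylcholine as agonist stimulus | Compound: One concentration, 3 µM final (nominal) | Timing: Fluo-8 loading 80 min at 37 °C plus 30 min room temperature | Measured by: Fluo-8 calcium dye fluorescence, kinetic read | Read-out basis: % activation, ACh-normalized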
CHRM1 antagonist – human M1 muscarinic receptor antagonists, primary screen, CHO-K1 cells, Fluo-8 calcium fluorescence, 1536-well; Muscarinic acetylcholine receptor M1 (Homo sapiens), P11229; CHO-K1 hM1, ACh EC80 antagonist; inhibition, % at 3 µM; 1.3% of 360,000 active; AID 588852, 2011;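 active means percent inhibition above its own plate's cutoff, namely the mean of that plate's compound wells plus 3 SD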;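 further: peak over basal fluorescence ratio during 140 s after agonist addition; 0% = ACh EC80 plus DMSO and 100% = DMSO alone without agonist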
CHRM5 agonist – human M5 muscarinic receptor agonists, primary screen, CHO-K1 cells, Fluo-8 calcium fluorescence; CHO-K1 hM5 cells; 0% DMSO wells, 100% maximal acetylcholine response; activation, % at 3 µM; AID 624037, 2012; Muscarinic acetylcholine receptor M5 (Homo sapiens), P08912; 0.19% of 360,000 active;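 active means activation above the run's mean over test compounds plus 3 SD, cut at about 23% in these data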;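 further: signal is peak over basal fluorescence ratio across the kinetic read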
M4 ag – human M4 muscarinic receptor agonists, primary screen, CHO-K1 cells, Fluo-8 calcium fluorescence; Muscarinic acetylcholine receptor M4 (Homo sapiens), P08173; CHO-K1 hM4/Gqi5; vehicle 0%, full acetylcholine response 100%; activation, % at 3 µM; 0.14% of 360,000 active; AID 624127, 2012;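 active means activation above the run mean over all test wells plus 3 SD, cut at about 32% in these data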;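 further: peak over basal fluorescence ratio per well then scaled between controls; 0% = DMSO wells and 100% = acetylcholine at EC100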
M4 PAM – human M4 muscarinic receptor positive allosteric modulators, primary screen, CHO-K1 cells, Fluo-8 calcium fluorescence | AID 624126, 2012 | CHO-K1 hM4/Gqi5, ACh EC20; 0% = ACh EC20, 100% = maximal ACh | Muscarinic acetylcholine receptor M4 (Homo sapiens), P08173 | 0.4% of 360,000 active | activation, % at 3 µM;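 active means activation above its plate's cutoff, the mean activation of sample wells plus 3 SD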; further: some results filed as inactive read as strong as hits
CRFBP-R2 agonist – agonists of CRF-BP/CRF-R2 complex, primary screen, cell-based, HEK293, calcium dye fluorescence, uHTS. CRF-binding protein / CRF receptor 2 complex (human). 0.46% of 350,000 active. calcium dye fluorescence (FLIPR); percent of saturating CRF peptide response. activation, % at 13.2 µM;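 active means activation of at least 50%, plus an integration ratio under a set limit after plate pattern correction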;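 further: plate controls were neutral control wells without compound for no effect and CRF at EC100 for full effect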
Numbers without * were called inactive; . = no result given.

SMILES	CHRM4 antagonist	CHRM1 PAM	CHRM5 antagonist	CHRM5 PAM	CHRM1 antagonist	CHRM5 agonist	M4 ag	M4 PAM	CRFBP-R2 agonist
CCOC(=O)C1CCCN(C(=O)c2ccc3c(c2)OCO3)C1 (stereo not drawn)	-3	-1	2	3	10	-2	1	7	2.4
CC(=O)Nc1c(O)c2ccccc2[nH]c1=O	-3	7	-4	-8	-7	-2	1	-2	-0.6
Cc1ccc(Cn2nc(C)cc2C(=O)Nc2ccc(Cl)cc2)cc1	11	-3	0	1	8	-5	-1	-8	1.1
CC1(C(=O)NS(=O)(=O)c2ccc(Cl)cc2)CCN1C(=O)Cc1cc(F)ccc1F (stereo not drawn)	5	1	-1	-4	-7	0	1	-3	.
Cc1cccc(C)c1NC(=O)CNC(=O)c1ccccc1OCc1ccccc1	0	-1	10	-5	4	-1	6	-5	-0.1
O=C(c1cc2nc(-c3ccc(F)cc3)cc(C(F)(F)F)n2n1)N1CCOCC1	6	6	-12	0	-23	0	0	18	-0.3
N#C/C(=C\c1ccc(N2CCCCC2)o1)C(=O)Nc1cccc(Br)c1	32*	-23	59*	-22	66*	60*	47*	-20	312*
O=S(=O)(c1ccccc1)N1CCC(=NO)CC1	0	9	-6	2	-4	-3	1	7	0.6
CC(C)OC(=O)C1Cc2ccccc2CN1S(=O)(=O)c1cccs1 (stereo not drawn)	-2	7	0	3	-16	-4	-1	-5	3.9
CN(C(=O)c1ccccc1NC(=O)C(F)(F)F)c1ccccc1	6	1	2	-3	0	1	0	4	1.4
O=C(COC(=O)COc1cccc(C(F)(F)F)c1)Nc1ccc(N2CCOCC2)cc1	-4	11	5	-6	-4	3	3	12	-1.0
CCN(Cc1ccccc1)C(c1ccc(C)cc1)c1nnnn1C(C)(C)CC (stereo not drawn)	5	-1	3	-10	7	-3	-2	-3	2.2
CN1C[C@@H]2[C@@H]3C(=O)N(Cc4ccccc4)C(=O)[C@@H]3[C@](C)(C1=O)N2C(=O)c1ccc(Cl)cc1	-7	8	9	-6	-14	1	1	6	-1.2
Cc1[nH]c(=O)c(C#N)c(C)c1CCC(=O)NCc1cccc(C(F)(F)F)c1	2	2	16	-1	-7	-2	-1	-6	0.4
CN(C)CCCn1c2c(c(SCC(=O)Nc3cccc4ccccc34)nc1=O)CCC2	-2	3	2	3	-8	-3	0	2	-1.7
CCCOc1ccc(/C=N/NC(=O)c2ccc(Cn3cc([N+](=O)[O-])cn3)o2)cc1	13	-4	13	2	4	-3	7	17	-0.6
Cn1c(SCC(=O)Nc2ccc(N3CCOCC3)cc2)nnc1C1CC1	-11	6	-1	6	-5	1	1	10	-0.5
Cc1sc2ncnc(SCC(=O)Nc3ccc(S(=O)(=O)N4CCOCC4)cc3)c2c1C	-7	2	4	2	-13	6	4	-1	0.5
CCOC(=O)c1ccc(NC(=S)N(CCCN2CCN(CC)CC2)Cc2cccs2)cc1	0	-2	11	-2	-3	-5	3	-4	-0.3
Cc1cc(C)c(S(=O)(=O)Nc2cnc3ccccc3c2)c(C)c1	2	-9	12	-9	14	-3	6	6	-0.6
CCC(CC)NC(=O)CC(c1ccccc1)c1ccccc1	-4	7	2	8	-3	-3	0	2	-11
Cc1ccc(CNC(=O)CN2CCCC(C)C2)cc1 (stereo not drawn)	3	12	-2	3	-16	-4	0	14	-0.6
CCCCN(CC)CCNC(=O)c1cc2c(=O)[nH]c3ccccc3c2s1	0	5	-2	0	-7	-3	1	-3	-0.8
COc1cc(NC(=O)CSc2nc3[nH]ncc3c(=O)n2-c2ccccc2C)cc(OC)c1OC	12	0	4	-3	-7	1	-1	-9	-1.5
CC1(C)Cc2ccccc2C(CSc2ccccc2C(=O)O)=N1	-21	8	0	-3	-11	-6	-1	5	-0.3
CC(=O)C1=CCC(c2ccc(Br)cc2)N(S(=O)(=O)c2ccc(C)cc2)C1 (stereo not drawn)	2	-24	-1	-8	37*	-2	9	-12	.
CC(C)CNC(=O)C(=O)NC1CCCC1	-5	5	0	-1	-32	-1	1	2	-1.1
CCOc1ccccc1NC(=S)Nc1ccc(S(N)(=O)=O)cc1	1	15	-10	0	-5	1	1	6	-6.9
COC(=O)c1[nH]c2ccccc2c1NC(=O)c1ccccc1F	-3	2	26	-15	-5	1	4	-5	1.1
CCC(CC)c1nnc(NC(=O)c2cc([N+](=O)[O-])ccc2N2CCOCC2)s1	-5	12	0	7	-1	5	1	7	-0.3
Cc1csc(SCC(=O)Nc2ccc(C)c(F)c2)n1	-2	1	7	-6	6	-3	4	2	-0.3
COc1ccc(/C=N/NC(=O)c2cccc(NC(=O)c3ccccc3Cl)c2)cc1	8	-5	22	-10	-2	-2	9	-14	-0.5
COc1ccc(-c2c(C(C)=O)c(C)n(C)c2C)cc1	3	7	1	0	-13	0	0	0	-1.6
Cc1cc(Br)ccc1-n1[nH]c(C)c(C=Nc2cccc3nsnc23)c1=O	0	8	-7	0	-6	1	3	-7	1.6
CC(=O)NC1C(OCc2ccccc2)OC2COC(c3ccccc3)OC2C1OCC(=O)O (stereo not drawn)	1	-8	0	-7	4	0	0	-3	-1.3
Nc1ncnc2[nH]c(=S)[nH]c12	-6	3	-17	11	-9	3	0	0	-1.2
Cc1cc(-c2nnc(SCc3ccccn3)o2)no1	-8	1	-7	1	2	4	2	-3	-1.1
CC1(C)CNC(=O)CC(C)(C)N1O	-8	3	-8	4	-12	1	0	3	0.1
CCCCSc1ncnc2[nH]ncc12	0	15	-1	-2	-17	-7	0	3	0.5
COc1ccc(N2CCN(C(c3cc4cc(C)ccc4[nH]c3=O)c3nnnn3Cc3ccccc3)CC2)cc1 (stereo not drawn)	-9	-1	0	3	-4	-2	-2	3	2.2

Single records, from the list above. Order of screens: CHRM4 antagonist, CHRM1 PAM, CHRM5 antagonist, CHRM5 PAM, CHRM1 antagonist, CHRM5 agonist, M4 ag, M4 PAM, CRFBP-R2 agonist
Record of CCOC(=O)c1ccc(NC(=S)N(CCCN2CCN(CC)CC2)Cc2cccs2)cc1 = 0, -2, 11, -2, -3, -5, 3, -4, -0.3
Record of CCN(Cc1ccccc1)C(c1ccc(C)cc1)c1nnnn1C(C)(C)CC (stereo not drawn) = 5, -1, 3, -10, 7, -3, -2, -3, 2.2
Record of COc1ccc(-c2c(C(C)=O)c(C)n(C)c2C)cc1 = 3, 7, 1, 0, -13, 0, 0, 0, -1.6
Record of COc1ccc(/C=N/NC(=O)c2cccc(NC(=O)c3ccccc3Cl)c2)cc1 = 8, -5, 22, -10, -2, -2, 9, -14, -0.5

More structures follow.
SMILES	CHRM4 antagonist	CHRM1 PAM	CHRM5 antagonist	CHRM5 PAM	CHRM1 antagonist	CHRM5 agonist	M4 ag	M4 PAM	CRFBP-R2 agonist
Cc1ccc(S(=O)(=O)N/N=C2/CC(=O)CC(C)(C)C2)cc1[N+](=O)[O-]	7	2	-9	5	-6	0	0	27	-0.9
COc1ccc(OC)c(NC(=O)c2cc(-c3cc(Cl)ccc3O)n[nH]2)c1	14	1	5	-4	8	4	7	2	0.1
Cc1ccc(S(=O)(=O)N(CC(=O)N/N=C\c2cccs2)c2cccc3cccnc23)cc1	0	-2	0	-5	1	2	4	-1	1.3
COc1ccc(C(CNC(=O)c2oc3cc(C)c(Cl)cc3c2C)N2CCCCC2)cc1 (stereo not drawn)	-2	6	16	-6	-6	-6	0	-5	1.1
CC1C(=O)N(Cc2cn(Cc3ccco3)nn2)CCS(=O)(=O)N1Cc1ccc(-c2cccc(CO)c2)cc1 (stereo not drawn)	5	-3	6	1	-13	2	2	-3	-0.1
COc1ccc(CNC(=O)c2ccccc2[N+](=O)[O-])cc1	14	6	0	4	-4	-3	0	-5	0.6
O=C(Nc1ccc(Cl)cn1)c1cc2ccccc2o1	-2	8	3	2	-36	-4	-1	6	-1.7
CC(=O)N1CCC(C(=O)Nc2ccccc2)(N(Cc2ccccc2)C(=O)c2cccnc2)CC1	12	5	-2	0	1	-1	0	-3	-2.7
Cc1cc(C)c(C(=O)COC(=O)c2ccc([N+](=O)[O-])o2)cc1C	2	2	2	6	-5	-5	1	-1	1.4
CC1CCC2(CC1)NC(=O)N(CC(=O)Nc1cccc(S(=O)(=O)N3CCCCC3)c1)C2=O (stereo not drawn)	4	4	4	3	-1	-1	0	-2	-1.5
CC(C)=CCN1CCN(CC#Cc2ccccc2)CC1CCO (stereo not drawn)	-5	9	11	-2	-13	-18	1	0	-0.3
C=CCNc1nc(NCCCN2CCCC2=O)c2sc(-c3ccccc3)cc2n1	-7	2	6	-5	12	-1	6	-3	.
Cc1c(C#N)c2ccccc2n1CC(=O)N1CCCc2ccccc21	5	-4	6	-7	-22	-3	5	-9	-2.1
COc1cc(OC)cc(C(=O)NCCCN2CCN(CCCNC(=O)c3cc(OC)cc(OC)c3)CC2)c1	-9	-4	-5	5	-4	-5	0	1	-1.1
CCNC(=S)NCc1ccc2c(c1)OCO2	5	-4	10	-4	5	-1	0	-3	2.8
COc1cccc(CN2CCN(C3CCN(c4cccc(C)c4C)CC3)CC2CCO)c1 (stereo not drawn)	-2	-9	-5	-9	10	-9	8	-19	-0.9
C/C(=N\NS(=O)(=O)c1ccc(C)cc1)c1ccc(C)s1	-15	9	-6	-4	-7	-3	-1	11	-1.6
CC(=O)c1sc(NC(=O)C2(F)C(F)(F)C(F)(F)C(F)(F)C(F)(F)C2(F)F)nc1C	12	-6	29*	-11	11	8	14	-14	49
CC12COC3(C(=O)Nc4nccs4)CC1CCC32C (stereo not drawn)	6	4	6	2	-2	-2	0	-3	-0.9
c1ccc(CCCNCCCn2cnc3c(OCc4ccccc4)ncnc32)cc1	5	-4	3	-1	-1	-2	12	-7	0.5
O=C(Nc1ccccc1)N1CCc2ccccc21	-8	14	-4	13	-4	-10	0	5	0.1
O=C(Nc1ccccc1N1CCOCC1)C1CCCO1 (stereo not drawn)	-1	-1	6	2	2	7	1	0	3.1
COc1ccc(N2CC(C(=O)NNC(=O)c3ccc(Br)cc3)CC2=O)c(OC)c1 (stereo not drawn)	-5	5	3	1	-3	3	1	-3	0.5
CCCCc1cc(=O)oc2c(C)c(OCC(=O)NCC3CCC(C(=O)O)CC3)ccc12 (stereo not drawn)	2	2	-2	2	-6	1	11	0	3.9
COCCn1c(SCC(=O)NCc2ccco2)nnc1C(C)C	4	1	3	3	0	-2	1	-5	1.1
O=C(NCc1ccc(F)cc1)c1ccc(CS(=O)(=O)c2ccc(Br)cc2)o1	-16	-9	-7	-24	7	2	17	-21	-1.9
CC(NC(=O)CCC(=O)N1CCCCCC1)c1ccccc1 (stereo not drawn)	-10	10	3	0	-15	0	1	1	-0.6
Cc1ccc(Cn2cc(CN3CC(N4CCN(CCN(C)C)CC4)CS3(=O)=O)nn2)cc1 (stereo not drawn)	4	.	6	5	.	1	1	0	.
